Bioassay records from PubChem.
TDP1 inh = inhibitors of human tyrosyl-DNA phosphodiesterase TDP1; Q9NUW8; recombinant TDP1, AlphaScreen DNA substrate cleavage; Potency, µM (top dose mostly 130 µM), without a hit: at the top dose activity change, negative = inhibition, actives largely listed as inhibitors; 350,000 compounds, 0.28% hits; AID 485290; further: nearly all actives have a fitted effect of over 40% in size
Target sequence (Q9NUW8 whole entry, looked up): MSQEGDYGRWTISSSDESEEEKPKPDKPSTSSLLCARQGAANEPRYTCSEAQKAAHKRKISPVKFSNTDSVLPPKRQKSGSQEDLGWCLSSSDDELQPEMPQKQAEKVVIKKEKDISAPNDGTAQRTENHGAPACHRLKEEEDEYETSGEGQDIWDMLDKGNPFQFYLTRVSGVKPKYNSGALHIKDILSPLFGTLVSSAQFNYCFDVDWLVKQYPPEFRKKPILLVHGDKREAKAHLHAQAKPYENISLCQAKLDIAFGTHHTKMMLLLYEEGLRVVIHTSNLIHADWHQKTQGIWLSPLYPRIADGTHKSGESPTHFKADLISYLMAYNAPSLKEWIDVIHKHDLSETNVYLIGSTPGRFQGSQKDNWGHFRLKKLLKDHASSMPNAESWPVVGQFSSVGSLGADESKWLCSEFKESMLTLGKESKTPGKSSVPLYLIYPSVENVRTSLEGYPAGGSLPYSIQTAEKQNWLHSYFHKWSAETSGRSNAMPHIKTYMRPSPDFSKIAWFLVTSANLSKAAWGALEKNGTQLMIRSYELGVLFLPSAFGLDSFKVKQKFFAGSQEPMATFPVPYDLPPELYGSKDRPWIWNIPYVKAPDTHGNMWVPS
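Recombinant E. coli-expressed Tdp1 (1 nM) preincubated with compound 15 min at RT, then 5'-biotin/3'-phosphotyrosine-FITC DNA substrate (15 nM) added for 5 min. AlphaScreen beads (10 ug/ml) added, 10 min RT; tyrosine-FITC cleavage read as signal loss.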
FEN1 inh = blocks human flap endonuclease 1 | 390,000 compounds, 0.35% hits | Potency, µM (series often up to 114 µM), for inactives: at the top dose activity change, negative = inhibition, usual class: inhibitors | Recombinant FEN1 flap cleavage, fluorescence, 15 min | P39748; further: nearly all actives have a fitted effect of over 65% in size
Target sequence (P39748 whole entry, looked up): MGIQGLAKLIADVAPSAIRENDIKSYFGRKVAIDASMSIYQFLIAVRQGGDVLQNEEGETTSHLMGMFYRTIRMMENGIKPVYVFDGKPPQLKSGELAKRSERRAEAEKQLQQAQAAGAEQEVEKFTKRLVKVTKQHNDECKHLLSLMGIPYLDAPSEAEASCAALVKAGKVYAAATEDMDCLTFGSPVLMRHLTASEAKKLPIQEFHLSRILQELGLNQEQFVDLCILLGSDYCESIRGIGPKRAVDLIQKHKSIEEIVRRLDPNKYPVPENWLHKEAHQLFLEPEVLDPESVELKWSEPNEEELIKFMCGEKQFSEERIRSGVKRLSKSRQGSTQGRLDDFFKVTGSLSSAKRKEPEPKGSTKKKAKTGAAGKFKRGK
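Quantitative HTS format: each compound was titrated, incubated with 10 nM nuclease for 15 min at room temperature, then challenged with flap substrate at 50 nM final. Signal change over 15 min gave concentration–effect curves.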
N370S GC mod = N370S glucocerebrosidase modulation, Gaucher chaperone candidate | 330,000 compounds, 0.092% hits | Potency, µM (highest dose often 59.4 µM), for inactives: top-dose activity change, negative = inhibition, hits mostly inhibitors | AID 2101 | N370S GC spleen homogenate, 4MU-glucoside fluorescence;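 further: 0% = full enzyme activity and -100% = no enzyme basal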
* = called active by the depositor; ? = inconclusive; nt = not tested or not shown; & = joins results of further samples; [ ] = dose if it differs, or a comment. The call rests on the fitted dose curve; in most records, active means well fitted curve in the direction sought with a large enough effect; inconclusive means small, poorly fitted or top-dose-only effect, or another doubt; inactive means no such curve, though single readings can be large; an effect the other way counts as inactive or inconclusive. Unless noted, on the % scale 0 is the no-effect control and ±100 the full control effect; potency means the concentration at half of the fitted maximal effect.

SMILES	TDP1 inh	FEN1 inh	N370S GC mod
NC(=O)CSc1nc2ccccc2nc1SCC(N)=O	2.6%	29.8%	-8.3%
O=C1c2cccnc2C(=O)N1Cc1ccccc1	-7.8%	-1.2%	2.5%
CC1C/C=C/C=C/C=C/C=C/C(O[C@@H]2O[C@H](C)[C@@H](O)[C@H](N)[C@@H]2O)CC2OC(O)(CC(O)CC3OC3/C=C/C(=O)O1)CC(O)C2C(=O)O (stereo not given in full)	0.0%	nt	1.9%
O=C1NC(=S)S/C1=C\c1coc2ccccc2c1=O	-2.3%	-6.4%	-5.2%
BrC(/C=N/Nc1nc(N2CCOCC2)nc(N2CCOCC2)n1)=C/c1ccccc1	4.1%	6.9%	nt
COc1ccc(-c2cc(C(=O)OCC(=O)NC(C)C)c3ccccc3n2)cc1	-0.6%	12.3%	17.9%
CCOc1ccc(/C=C2/Sc3ccc(C(=O)NCC4CCCO4)cc3N(C)C2=O)cc1OC (stereo not given)	5.2%	?	-20.0%
Cc1csc(=O)n1CC(=O)OCc1cccc2ccccc12	7.3%	-17.5%	-6.5%
Cc1[nH]c2ccc(C(=O)OC(C)C(=O)NCc3ccccc3)cc2c1C (stereo not given)	nt	-2.4%	-10.7%
COC(=O)c1c(C)oc(C)c(C(=O)OC)c1=O	-4.9%	1.5%	20.0%
COc1cc2c(cc1NC(=O)CSc1nccn1C)oc1ccccc12	0.0%	-26.5%	5.2%
COc1ccc(CCNC(=O)c2c(C)nc3ccccn23)cc1OC	6.0%	-1.3%	0.8%
CC(=O)c1cc(CCC(=O)NC2CCCCCC2)oc1C	-12.2%	8.9%	6.2%
CC(C)Oc1cccc(C(=O)C2CCCN(Cc3cnc(N4CCCC4)s3)C2)c1 (stereo not given)	nt	-22.9%	-13.1%
Nn1c(SCc2ccccn2)nncc1=O	4.3%	0.2%	0.2%
O=C(NCCc1ccccc1)c1ccc(Cn2c(SCc3ccccc3)nc3cccnc32)cc1	6.2%	10.1%	nt
COc1ccc(Cl)cc1N1C(=O)C2CCCN2C1c1sccc1C (stereo not given)	0.0%	-11.9%	8.0%
C[C@H]1Cc2c(COc3ccccc3)nc3c(c2CO1)CN(C(=O)Nc1cccc(C#N)c1)CC3	9.2%[12.3 µM]	nt	3.7%[12.8 µM]
N#CCCn1nc(-c2ccccc2)cc1Nc1ccccc1NC(=O)c1cccs1	6.7%	-3.7%	?
COc1ccccc1C(=O)Nc1ccc(NC(=O)C2CCCCC2)nc1	2.1%	11.9%	-11.7%
CC(=O)Nc1ccc(SCC(=O)Nc2cc(C)on2)cc1	-4.2%	7.1%	-2.5%
Cc1cnc([N+](=O)[O-])n1CCOC(=O)c1cccc(F)c1	nt	11.3%	-6.6%
Fc1ccc2[nH]c3c(Cl)ncnc3c2c1	1.2%	-27.8%	-13.7%
CCOC(=O)CN(C)C(=O)C1CC(CO[Si](C)(C)C(C)(C)C)=CN1C(=O)OC(C)(C)C (stereo not given)	3.8%	-7.1%	2.7%
CCC1CCCCN1CCCNC(=O)C1CCCN(c2ncnc3c2nc2n3CCCCC2)C1 (stereo not given)	6.4%	-5.0%	0.0%
c1cc2cc(-c3c(-c4ccc5c(c4)OCO5)noc3-c3ccsc3)ccc2[nH]1	nt	-15.1%&0.9%	-12.1%
COC(=O)c1ccc(/C=N/NC(=S)NC(C)C)cc1	nt	15.6%	-1.2%
COc1cc(CC(=O)NCCc2ccc(S(N)(=O)=O)cc2)cc(OC)c1OC	7.2%	7.8%	-8.6%
Cc1ccc(C(=O)NNC(=O)OC(C)(C)C)c(Cl)c1	2.9%	-7.3%	10.3%
COc1ccc(C(CC(=O)Nc2ccccn2)N2Cc3ccccc3C2=O)cc1 (stereo not given)	nt	-2.8%	-9.4%

One compound at a time (already shown). Values in the order: TDP1 inh | FEN1 inh | N370S GC mod
Profile of `c1cc2cc(-c3c(-c4ccc5c(c4)OCO5)noc3-c3ccsc3)ccc2[nH]1` : nt | -15.1%&0.9% | -12.1%
Profile of `Fc1ccc2[nH]c3c(Cl)ncnc3c2c1` : 1.2% | -27.8% | -13.7%

The listing continues.
SMILES	TDP1 inh	FEN1 inh	N370S GC mod
FC(F)(F)Oc1ccccc1-c1nnc(-c2cccc(C(F)(F)F)c2)o1	-1.2%	-30.0%	0.9%
c1cc2ccc3ccc(CN4CCOCC4)c4ccc(c1)c2c34	-9.8%	-25.3%	-7.6%
Cc1ccc(-c2nc(N3CCN(c4ccccc4Cl)CC3)c3ccccc3n2)cc1	-6.6%[12.3 µM]	15.0%	nt
COc1ccc(NC(=O)c2ccc(=O)[nH]c2)cc1S(=O)(=O)N1CCOCC1	-2.3%	-5.5%	2.1%
CN(CC(=O)Nc1c(Cl)cccc1Cl)C(=O)c1cccc(-n2cccc2)c1	nt	-10.6%	-0.5%
CCCCOc1c(Cl)cc(C(=O)N(C)CC(=O)Nc2ccc(N3CCOCC3)cc2)cc1OCC	1.6%	-10.7%	1.7%
Cc1nnc(SCC(=O)NCC(=O)Nc2ccc(F)c(F)c2F)n1N	0.9%	-5.3%	nt
Oc1ccc(N=Nc2ccccc2)cc1	nt	-2.2%	-9.7%
CC1(C)CC(CCNC(=O)CCl)(c2ccccc2)CCO1 (stereo not given)	2.8%	16.4%	-2.2%
C/C(CC(=O)NCc1ccc(Cl)cc1)=N\NC(=O)Cc1ccccc1	5.1%	6.7%	-1.1%
O=C(O)c1c2c(nc3ccccc13)CCCCC2	4.6%	-1.5%	11.4%
Cc1ccc(S(=O)(=O)/N=C(\CSC(N)=O)Nc2ccccc2)cc1	0.5%	-1.3%	-1.7%
CC(C)C(=O)NCC(c1cccs1)S(=O)(=O)c1ccc(F)cc1 (stereo not given)	1.9%	19.0%	3.7%
CCCCC(=O)NNC(=O)CC(=O)Nc1ccccc1C(=O)O	-2.7%	-11.9%	-9.1%
CC(=O)N1CCN(C(=S)NC(=O)c2ccc(F)cc2)CC1	0.1%	5.2%	nt
CC(=O)N1CCc2c(sc3c2c(=O)n(Cc2ccccc2)c(=O)n3CC(=O)Nc2ccc(C)c(F)c2)C1	2.9%	-12.9%	nt
COC(=O)c1c(N)sc(C(C)=O)c1C	3.9%	4.2%	-0.3%
O=C(C[n+]1cccc(Br)c1)c1ccccc1	nt	-7.2%&6.8%	-9.1%
C[C@@H]1CNCCN1S(=O)(=O)c1cccc2cnccc12	4.8%	nt	18.7%
Cc1ccccc1CN1CCC(CNC(=O)c2cc3ccc4cccnc4c3[nH]2)CC1	2.1%	-0.1%	nt
c1ccc(CC2CCCNC2)cc1 (stereo not given)	3.0%	2.4%	5.0%
Cc1cc(NC(=O)COC(=O)C2CCN(S(=O)(=O)c3cccc(Cl)c3Cl)CC2)no1	2.3%	1.3%	-9.5%
CCOC(=O)c1c(CNc2ccncc2)n(C)c2cc(Br)c(O)cc12	2.4%	?	-9.1%
O=C(NCCc1ccc(F)cc1)c1n[nH]c2ccccc12	1.2%	-20.8%	-21.7%
COc1cc(/C=C/C(=O)N2CCN(c3ccccn3)CC2)cc(OC)c1OC	4.5%	-4.6%	-1.5%
Cc1ccc(C)c(NC(=O)c2cnn(-c3cccc(F)c3)c2C2CCN(C(=O)OC(C)(C)C)CC2)c1	-1.1%	-26.9%	nt
COc1ccc(OC2C=CC(c3ccccc3)OC2CO)c(C(C)=O)c1 (stereo not given)	2.6%[21 µM]	nt	0.1%[12.8 µM]
COc1ccc(NC(=O)Cn2c(=O)n(CCc3ccccc3)c(=O)c3ccccc32)cc1	2.7%	7.7%	nt
COc1ccc(C(=O)CC(Nc2ccc([N+](=O)[O-])cc2)c2ccc(OC)cc2)cc1 (stereo not given)	7.9%	-20.8%	-4.7%
COc1ccc(S(=O)(=O)NCc2ccccc2)cc1	0.0%	-1.6%	8.1%
COc1ccccc1N(CC(=O)NCCSCc1cccc(C)c1)S(=O)(=O)c1ccccc1	6.4%	11.9%	2.3%
Cc1occc1-c1nnc(SCC(=O)N2CCN(c3ccccc3F)CC2)n1C	5.3%	nt	2.6%
CCOC(=O)c1cnc(SC2CC(=O)N(c3ccc(C)cc3)C2=O)nc1N (stereo not given)	5.1%	-0.6%	9.6%
COc1ccccc1CNC(=O)c1c(N)n(CCCN2CCOCC2)c2nc3ccccc3nc12	-3.9%	-23.7%	-10.3%
COc1ccc(C(=O)NCCS(=O)(=O)NCc2ccccc2OC)cc1	0.3%	15.2%	1.6%
CCc1cc(C(=O)NCC2CCCO2)sc1C (stereo not given)	2.1%	-0.5%	-0.2%
CC(C)NS(=O)(=O)c1ccc(NC(=O)C2CC3C=CC2C3)cc1 (stereo not given)	1.0%	-0.5%	-0.5%
Cc1nc2nc(C)c(NS(=O)(=O)c3ccc(C(C)(C)C)cc3)c(=O)n2[nH]1	3.5%	5.5%	-4.6%
CCOC(=O)N1CCN(C(=O)CSc2ccccc2)CC1	4.0%	-3.0%	21.3%
O=C(CCCN1C(=O)c2ccccc2C1=O)OC1CSCC1NC(=O)c1ccccc1 (stereo not given)	0.9%	-13.1%	6.4%

A second format for part of the listing above.
Cc1cnc([N+](=O)[O-])n1CCOC(=O)c1cccc(F)c1
  TDP1 inh: nt | FEN1 inh: 11.3% | N370S GC mod: -6.6%

Fc1ccc2[nH]c3c(Cl)ncnc3c2c1
  TDP1 inh: 1.2% | FEN1 inh: -27.8% | N370S GC mod: -13.7%

CCOC(=O)CN(C)C(=O)C1CC(CO[Si](C)(C)C(C)(C)C)=CN1C(=O)OC(C)(C)C (stereo not given)
  TDP1 inh: 3.8% | FEN1 inh: -7.1% | N370S GC mod: 2.7%

CCC1CCCCN1CCCNC(=O)C1CCCN(c2ncnc3c2nc2n3CCCCC2)C1 (stereo not given)
  TDP1 inh: 6.4% | FEN1 inh: -5.0% | N370S GC mod: 0.0%

(more compounds)
SMILES	TDP1 inh	FEN1 inh	N370S GC mod
CCOc1ccc(NC(=O)c2c(NCc3cccnc3)sc3c2CCC(C)C3)cc1 (stereo not given)	6.6%	-15.3%	nt
CCOC(=O)N=S(N)(=O)c1ccccc1 (stereo not given)	-3.1%	6.7%	0.9%
Cc1ccsc1CN(C(=O)c1ccccc1)C1CCS(=O)(=O)C1 (stereo not given)	4.5%	2.2%	-9.9%
Cc1ccc(-n2ncc(C(=O)NCc3ccccc3C)c2-n2cccc2)cc1	0.0%	-23.2%	nt
CCOc1ccccc1C(=O)N1CCc2cc(OC)c(OC)cc2C1COc1ccc(OC)cc1 (stereo not given)	10.4%	8.4%	nt
COc1ccc(C)cc1Nc1n[n+](-c2ccccc2)c(-c2ccc(N(C)C)cc2)s1	nt	?	-1.0%
Cc1cc2c3c(c1)C(C)CC(C)(C)N3C(=O)C2=C(C#N)C#N (stereo not given)	nt	-5.1%	-1.8%
COc1ccccc1S(=O)Cc1ccc(C(=O)NCc2ccccc2Cl)o1 (stereo not given)	3.9%	-14.1%	8.0%
C#CC1(NC(=O)NC(C)(C)C)CCCCC1	nt	6.9%	9.7%
COc1ccc(N(CC(=O)Nc2ccc(C)cn2)S(=O)(=O)c2c(C)noc2C)cc1	5.2%	-17.4%	-9.5%
CC(=Nc1ccc(C)c(C)c1)C1=C(O)CSC1=O	6.1%	2.8%	-2.7%
O=C(CSc1nc2ccccc2nc1Cc1ccccc1)N1CCCCC1	-2.7%	-2.4%	nt
COc1ccc(C(=O)N2CCCC2)cc1S(=O)(=O)N1CCC(C)CC1	4.0%	-2.1%	6.6%
Cc1cc(CNC(=O)c2cccc([N+](=O)[O-])c2)c2ccccc2n1	3.7%	8.5%	7.3%
CCOc1ccccc1C1NC(c2ccc3c(c2)OCO3)=CC(c2ccccc2O)N1 (stereo not given)	1.2%	-16.5%	nt
CCOC(=O)N1CCN(C(=O)CS(=O)Cc2nc(-c3ccc(C)cc3)oc2C)CC1 (stereo not given)	0.0%	-1.5%	4.6%
COC(=O)c1ccccc1S(=O)(=O)N1CCC(C(=O)OCC(=O)NC2CCCCC2C)CC1 (stereo not given)	1.0%	14.7%	nt
N#Cc1cn(-c2cccc(C(F)(F)F)c2)c(=O)[nH]c1=O	nt	-9.4%	-12.4%
CC(CCCC(C)(C)O)NC(=O)c1ccc2oc(CCc3ccccc3)nc2c1 (stereo not given)	nt	-2.9%	-11.7%
O=C(Nc1ccc2c(c1)CCC2)c1cc(F)cc(F)c1	-3.4%	-18.5%	nt
COc1ccc(S(=O)(=O)Cc2ccc(C(=O)N3CCN(c4ccccc4F)CC3)o2)cc1	1.0%	13.0%	18.7%
CN1/C(=C\C(=O)COC(=O)c2ccc(O)c(O)c2)C(C)(C)c2ccccc21	5.3%	6.7%	-19.8%
CCOC(=O)CSc1nc2ccc(N3CCOCC3)cc2c(=O)n1Cc1ccccc1	6.6%	-3.2%	1.5%
CCN(CC)C(=O)c1cc2cc([N+](=O)[O-])ccc2s1	1.5%	1.0%	2.8%
